JMJD2E inh: qHTS Assay for Inhibitors of Human Jumonji Domain Containing 2E (JMJD2E); 230,000 compounds, 1.6% hits; JMJD2E catalytic domain, FDH-coupled NADH fluorescence (FDH is formaldehyde dehydrogenase); Potency, µM (titrated, usually from 57.1 µM), without a hit: at the top dose activity change, negative = inhibition, usual class: inhibitors; active means well fitted inhibition curve with a large enough effect, not every such curve was filed as active; inconclusive means small, poorly fitted or top-dose-only effect, or another doubt; inactive means no such curve, though single readings can be large or run the other way;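 further: 0% = wells with enzyme and -100% = buffer wells without enzyme; nearly all actives have a fitted effect of over 50% in size; many of its hits are not listed in these tables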
TRb SRC2 PPI: qHTS for Inhibitors of the Interaction of Thyroid Hormone Receptor and Steroid Receptor Coregulator 2 | Thyroid hormone receptor beta (Homo sapiens), P10828 | TRbeta-SRC2 peptide binding, fluorescence polarization; receptor liganded with 1 µM T3 | Potency, µM (top dose mostly 106 µM), inactives show at the highest dose activity change, negative = inhibition, most hits filed as inhibitors | 280,000 compounds, 0.065% hits | AID 1469, 2008;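 further: plate controls were bound peptide for no effect and peptide without receptor for full effect; nearly all actives have a fitted effect of over 50% in size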
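Human TRb LBD (0.6 uM) plus Texas Red-labeled SRC2 peptide (20 nM), 1uM T3, 5% DMSO, 5 hr at ambient temperature. Decreased polarization (555/632 nm) flags inhibition; data normalized to free and bound peptide controls.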
Tau fibril FP: qHTS for Inhibitors of Tau Fibril Formation, Fluorescence Polarization; Microtubule-associated protein tau (Homo sapiens), P10636; K18 P301L tau heparin fibrillization, Alexa594 FP, 6 h; Potency, µM (highest dose often 57.7 µM), without a hit: at the top dose activity, negative = inhibition, hits mostly inhibitors; 280,000 compounds, 0.39% hits; AID 1468, 2008; further: nearly all actives have a fitted effect of over 55% in size
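K18 P301L tau (15 uM unlabeled/0.24 uM Alexa 594-labeled, final) + compound + heparin 20 uM final; 100 mM NaOAc pH 7; 6 hr 37 C; ThT 30 uM final added, 1 hr RT; FP ex 555/em 632 nm.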
Tau fibril ThT: qHTS for Inhibitors of Tau Fibril Formation, Thioflavin T Binding | Microtubule-associated protein tau (Homo sapiens), P10636 | recombinant tau K18 P301L (four-repeat tau fragment), heparin-induced fibrillization, ThT fluorescence | Potency, µM (series often up to 57.4 µM), without a hit: at the highest dose activity, negative = inhibition, most hits filed as inhibitors | 270,000 compounds, 2.1% hits | AID 1460, 2008; further: nearly all actives have a fitted effect of over 55% in size
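Recombinant human tau K18 fragment […] carrying P301L, 15 uM unlabeled plus 0.24 uM Alexa 594-labeled, was fibrillized with 20 uM heparin in 100 mM sodium acetate pH 7 for 6 hr at 37 C; 30 uM ThT fluorescence read after 1 hr.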
TexasRed fluor: Total Fluorescence Counterscreen for Inhibitors of the Interaction of Thyroid Hormone Receptor and Steroid Receptor Coregulator 2; TRb/SRC2 Texas Red total fluorescence interference; Potency, µM (series often up to 106 µM), for the others: at the highest dose fluorescence change, negative = quenching; 280,000 compounds, 0.29% hits; active means well fitted curve in either direction with a large enough effect; inconclusive means small, poorly fitted or top-dose-only effect
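Human TRb ligand-binding domain at 0.6 uM with 20 nM Texas Red SRC2 peptide in Tris buffer containing 1 uM T3 and 5% DMSO, incubated with compound 5 h at ambient temperature. Total fluorescence (555/632 nm) calculated as parallel + 2 × perpendicular.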
RGS12 GoLoco inh: qHTS Assay for Inhibitors of RGS12 GoLoco Motif Activity (Red Fluorophore). Gai1:RGS12 GoLoco peptide FP, rhodamine, 10 min. Potency, µM (series often up to 61.6 µM), for inactives: at the highest dose activity, negative = inhibition, usual class: inhibitors. 230,000 compounds, 0.44% hits. AID 880, 2007; active means well fitted inhibition curve with a large enough effect, not every such curve was filed as active; inactive means no such curve, though single readings can be large or run the other way; further: nearly all actives have a fitted effect of over 30% in size; many of its hits are not listed in these tables
Target sequence (P63096 whole entry, looked up): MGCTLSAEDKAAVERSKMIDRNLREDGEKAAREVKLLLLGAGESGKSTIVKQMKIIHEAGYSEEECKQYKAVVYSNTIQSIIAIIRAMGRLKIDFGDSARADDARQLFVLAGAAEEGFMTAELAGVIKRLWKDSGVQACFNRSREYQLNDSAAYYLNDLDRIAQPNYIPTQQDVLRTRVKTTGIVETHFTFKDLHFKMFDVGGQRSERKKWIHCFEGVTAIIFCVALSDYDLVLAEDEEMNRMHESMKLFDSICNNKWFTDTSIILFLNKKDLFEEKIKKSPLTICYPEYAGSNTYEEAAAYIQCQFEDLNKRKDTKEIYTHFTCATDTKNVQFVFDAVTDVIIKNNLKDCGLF
L3MBTL1 block: qHTS Assay for the Inhibitors of L3MBTL1. Lethal(3)malignant brain tumor-like protein 1 (Homo sapiens), Q9Y468. AlphaScreen L3MBTL1–H3K9me1 peptide binding. Potency, µM (series often up to 57.1 µM), inactives show at the highest dose activity, negative = inhibition, actives largely listed as inhibitors. 230,000 compounds, 0.66% hits. AID 485360, 2010; further: nearly all actives have a fitted effect of over 60% in size
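First, the protein-peptide complex forms for 30 min at room temperature (L3MBTL1 50 nM, biotinylated H3K9me1 peptide 75 nM). Next, compounds are pin-transferred and incubated 30 min. Finally, AlphaScreen beads are added and read after 30 min.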
RECQ1 helicase: qHTS Assay for Inhibitors of RecQ-Like Dna Helicase 1 (RECQ1); ATP-dependent DNA helicase Q1 (Homo sapiens), P46063; RECQ1 DNA unwinding, red fluorescence kinetic read; Potency, µM (titrated, usually from 57.3 µM), for the others: top-dose activity, negative = inhibition, usual class: inhibitors; 240,000 compounds, 0.54% hits;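 further: plate controls were vehicle for no effect and no enzyme for full effect; nearly all actives have a fitted effect of over 30% in size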
Target sequence (P46063 whole entry, looked up): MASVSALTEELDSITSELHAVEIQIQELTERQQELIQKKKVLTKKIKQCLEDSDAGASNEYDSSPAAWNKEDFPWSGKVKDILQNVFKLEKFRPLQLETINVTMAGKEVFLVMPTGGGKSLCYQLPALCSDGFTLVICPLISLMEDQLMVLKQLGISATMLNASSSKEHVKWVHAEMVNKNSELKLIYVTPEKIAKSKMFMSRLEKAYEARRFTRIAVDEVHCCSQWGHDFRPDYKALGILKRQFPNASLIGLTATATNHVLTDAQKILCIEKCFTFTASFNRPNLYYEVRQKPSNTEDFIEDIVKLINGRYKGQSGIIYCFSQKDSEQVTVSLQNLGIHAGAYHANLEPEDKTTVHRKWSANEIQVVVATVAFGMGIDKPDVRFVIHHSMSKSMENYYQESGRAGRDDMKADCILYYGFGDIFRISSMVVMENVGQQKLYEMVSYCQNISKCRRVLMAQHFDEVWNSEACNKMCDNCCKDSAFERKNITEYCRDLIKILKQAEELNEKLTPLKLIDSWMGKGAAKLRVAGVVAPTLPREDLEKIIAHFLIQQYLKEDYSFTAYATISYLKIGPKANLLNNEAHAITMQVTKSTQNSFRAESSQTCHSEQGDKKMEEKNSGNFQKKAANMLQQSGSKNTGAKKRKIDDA
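RECQ1T1 50 nM; forked duplex (20 bp + 30-nt ss tails) 200 nM, ATP 2 mM final; pH 8.0, 2 mM MgCl2, 2.5 ug/ml poly(dI-dC); 15 min compound preincubation; discontinuous kinetic read over 2 h at RT.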
Starred values were filed as active, the others as inactive; i = inactive; ? = inconclusive; · = not tested or not shown; & = joins results of further samples; [ ] = remark or other dose. Unless noted, the call rests on the fitted dose curve; in most records, active means well fitted curve in the direction sought with a large enough effect; inconclusive means small, poorly fitted or top-dose-only effect, or another doubt; inactive means no such curve, though single readings can be large; an effect the other way counts as inactive or inconclusive. Unless noted, on the % scale 0 is the no-effect control and ±100 the full control effect; potency means the concentration at half of the fitted maximal effect.

canonical_smiles	JMJD2E inh	TRb SRC2 PPI	Tau fibril FP	Tau fibril ThT	TexasRed fluor	RGS12 GoLoco inh	L3MBTL1 block	RECQ1 helicase
O=C1C2C(C(=O)N1/N=C/c1ccc([N+](=O)[O-])o1)C1C=CC2C12CC2 (stereo unspecified)	-6%	-3%	3%	-7%	0%	2%	-13%	-10%
O=C(Cn1cnc2ccccc2c1=O)NCCC(=O)Nc1ccc2c(c1)OCCO2	0%	7%	1%	-2%	0%	8%	-4%	1%
O=C(/C=C/c1ccc(F)cc1)Nc1ccc(S(=O)(=O)Nc2ncccn2)cc1	-8%	-1%	-13%	-17%	-1%	43%[activator]	0%	-5%
Cc1c(NC(=O)C2CC(c3c(F)cccc3Cl)=NO2)c(=O)n(-c2ccccc2)n1C (stereo unspecified)	-1%	-24%	5%	-1%	4%	-7%	5%	0%
CC(C)CN(C(=O)CSc1nnnn1C)C1CCS(=O)(=O)C1 (stereo unspecified)	5%	3%	0%	8%	1%	1%	14%	0%
Cc1cc(NC(=O)c2ccc(NC(=O)C(C)C)cc2)no1	-2%	-4%	-4%	-11%	-4%	-3%	·	i
COc1ccc(SCCN2CCN(C)CCC2=O)cc1	10%	3%&2%	10%	-4%	-2%&-2%	3%	·	12%&5%
O=C(O)COc1ccc(-c2nnn(CC(=O)O)n2)cc1	-4%	-6%	0%	9%	3%	5%	·	i
COc1ccccc1NCCC(=O)OCC(=O)NC1CCCCC1	4%	4%	-2%	-8%	-2%	-9%	-6%	-2%
Cc1ccc(NC(=O)NCc2ccc3[nH]c(C)cc3c2)cc1	0%	13%	?	-15%	-1%	-1%	-6%	-4%
CC(=O)NC(Cc1cccc(F)c1)C(=O)NC1CCN(C(=O)c2ccc(C)cc2)CC1 (stereo unspecified)	-14%	3%[53 µM]	8%	-6%	1%[53 µM]	4%	5%	16%
CNC(=S)Nc1cccc(C(C)=O)c1	-3%	5%	5%	-11%	-1%	5%	-2%	-4%
O=C(NCCO)c1ccc2[nH]c3c(c2c1)CCCC3	-15%	0%	4%	-15%	-1%	3%	1%	-2%
O=C(CSCc1ccccc1)NC1CCSC1=O (stereo unspecified)	3%	-1%	-7%	-7%	-1%	3%	·	i
CCOCCn1c(N(C)Cc2ccccc2)nc2c1c(=O)[nH]c(=O)n2C	-1%	-6%	3%	3%	0%	5%	0%	-15%
CC(=O)OCC1=C(C(=O)O)N2C(=O)C(NC(=O)C(C)Cn3nc(C)c(Cl)c3C)C2SC1 (stereo unspecified)	1%	2%	?	?	-3%	-4%	·	i
Cc1ccc(NC(=O)c2ccc(CN3CCc4ccccc4C3)cc2)cc1	3%	-4%	-11%	0%	2%	2%	-5%	-5%
O=C(N/N=C/c1ccco1)C1CC1c1ccccc1 (stereo unspecified)	0%	-6%	-4%	-8%	-1%	-1%	?	0%
Cc1ccc(C)c(Cn2c(C(C)NC(=O)c3ccc(F)cc3)nc3ccccc32)c1 (stereo unspecified)	·	2%	-2%	-4%	0%	·	·	·
CCOCCn1c(SCc2c(F)cccc2Cl)nc2c1c(=O)[nH]c(=O)n2C	-3%	0%	3%	2%	-5%	8%	·	i
COCCCNC(=O)CN(CCc1ccccc1)S(=O)(=O)c1ccccc1	8%	0%	-5%	-2%	1%	9%	1%	i
O=C1Nc2ccc([N+](=O)[O-])cc2C1(O)N1CCCCCC1 (stereo unspecified)	3%	-3%	1%	0%	-1%	-1%	7%	0%
CCOC(=O)C1=C(C)Nc2nc(C)nn2C1c1ccc(OC)c(OC)c1 (stereo unspecified)	?	3%	-2%	-10%	-2%	9%	5%	-23%
Cc1ccc(-c2cc(C(F)F)n3ncc(C(=O)N4CCN5CCCC5C4)c3n2)cc1 (stereo unspecified)	?	1%	-5%	-10%	-4%	11%	·	-11%
COc1ccccc1-n1c([S-])c(C(=O)Nc2ccccc2C(F)(F)F)[n+]2ccc(C(=O)NCCO)cc12	?	2%	?	-14%	-6%	4%	·	-20%
Cc1ccccc1-n1nc2c(c1NC(=O)c1cccc(F)c1)CS(=O)C2 (stereo unspecified)	-5%	-24%	-1%	-9%	-2%	-6%	·	-14%
C=CCNC(=O)NC(=O)COC(=O)/C(C#N)=C/c1cc(C)n(CCC(C)C)c1C	?	-17%	-11%	2%	4%	25%	3%	-11%
Cc1sc(NC(=O)c2ccco2)c(C(c2cccnc2)N2CCC(C)CC2)c1C (stereo unspecified)	?	-6%	-5%	-17%	3%	-3%	·	-9%
COC(=O)c1cc(=O)nc2sc(-c3ccccc3)nn12	?	-8%	-2%	-4%	0%	-1%	1%	-5%
Cc1ccc(C)c(N/N=C2\CCCNC2=O)c1	-12%	-6%[53 µM]	2%	-15%	-1%[53 µM]	-26%	-11%	-2%
O=C(Nc1ccc(S(=O)(=O)Nc2ncccn2)cc1)c1nn(Cc2ccccc2)c(=O)c2ccccc12	?	3%	9%	-11%	-2%	54%[activator]	·	i
COc1ccc(-c2nc(CN3CCN(c4ncccn4)CC3)c(C)o2)cc1C	6%	3%	-11%[2.34 µM]	0%	-3%	6%	5%	-13%
COc1ccc(C(=O)N2CCN(S(=O)(=O)c3ccc(Cl)cc3)CC2)cc1OC	8%	-7%	-6%	-14%	-2%	-8%	·	-13%
C/C(=N/O)c1no[n+]([O-])c1/C(C)=N\O	5%	2%	7%	-2%	1%	2%	8%	-8%
COc1cccc(-c2cc(C(=O)Nc3ccc([N+](=O)[O-])cn3)c3ccccc3n2)c1	-20%	-4%	8%	-4%	-2%	9%	-14%	14%
Cc1ccc2cccc(OCC(=O)c3cc(C)n(Cc4ccco4)c3C)c2n1	-16%	-2%	-2%	-9%	-2%	40%[activator]	?	-3%
COC(=O)CN1C(=O)C(O)(c2c(C)[nH]c3ccccc23)c2ccccc21 (stereo unspecified)	·	4%	2%	4%	1%	·	·	·
CC1(C2(O)CC(c3ccccc3)ON2)CCCCC1 (stereo unspecified)	-4%	-14%	2%	-10%	0%	-2%	·	11%
O=C(CCc1ccccc1)Nc1nc2n(n1)C(c1ccccc1)CC(=O)N2 (stereo unspecified)	-1%	-7%	-4%	-5%	-11%	0%	33%[activator]	12%
CCOc1ccc(C(C(=O)NC2CCCC2)N(Cc2ccccc2)C(=O)c2nsc(Cl)c2Cl)cc1 (stereo unspecified)	-9%	-16%	-4%	-21%	-2%	6%	-3%	-8%
O=C(CCNC(=O)c1ccco1)Nc1ccc(N2CCOCC2)cc1	-5%	-1%	0%	-16%	-4%	2%	9%	-1%
CCCCN(C(=O)c1ccc(OC(F)(F)F)cc1)c1c(N)n(CCC)c(=O)[nH]c1=O	8%	2%	0%	8%	-1%	-4%	-1%	-11%
COc1ccc(C/C(N)=N/n2cnnc2)cc1Cl	2%	-6%	-3%	1%	-3%	8%	9%	-15%
COc1ccc(S(=O)(=O)Nc2ccccc2C(=O)Nc2nc(-c3ccc(F)cc3)cs2)cc1OC	?	6%[53 µM]	4%	?	-5%[53 µM]	1%	2%	?
N#Cc1ccc(-n2nccc2-c2cnc3n(c2=O)CCS3)cc1	-1%	-6%	1%	-7%	2%	5%	·	i

Eight entries already listed, sorted by length of the SMILES, high to low.
canonical_smiles	JMJD2E inh	TRb SRC2 PPI	Tau fibril FP	Tau fibril ThT	TexasRed fluor	RGS12 GoLoco inh	L3MBTL1 block	RECQ1 helicase
O=C(Nc1ccc(S(=O)(=O)Nc2ncccn2)cc1)c1nn(Cc2ccccc2)c(=O)c2ccccc12	?	3%	9%	-11%	-2%	54%[activator]	·	i
COc1cccc(-c2cc(C(=O)Nc3ccc([N+](=O)[O-])cn3)c3ccccc3n2)c1	-20%	-4%	8%	-4%	-2%	9%	-14%	14%
CCCCN(C(=O)c1ccc(OC(F)(F)F)cc1)c1c(N)n(CCC)c(=O)[nH]c1=O	8%	2%	0%	8%	-1%	-4%	-1%	-11%
COc1ccc(C(=O)N2CCN(S(=O)(=O)c3ccc(Cl)cc3)CC2)cc1OC	8%	-7%	-6%	-14%	-2%	-8%	·	-13%
Cc1ccc2cccc(OCC(=O)c3cc(C)n(Cc4ccco4)c3C)c2n1	-16%	-2%	-2%	-9%	-2%	40%[activator]	?	-3%
N#Cc1ccc(-n2nccc2-c2cnc3n(c2=O)CCS3)cc1	-1%	-6%	1%	-7%	2%	5%	·	i
COC(=O)c1cc(=O)nc2sc(-c3ccccc3)nn12	?	-8%	-2%	-4%	0%	-1%	1%	-5%
COc1ccc(C/C(N)=N/n2cnnc2)cc1Cl	2%	-6%	-3%	1%	-3%	8%	9%	-15%

These rows are one share of the data. The share of hits here may be higher or lower than overall.
